Screens from PubChem BioAssay.
H9c2 TAG inh = triacylglycerol accumulation inhibition | H9c2 cells, Nile Red lipid (TAG) fluorescence; cells loaded with 200 µM oleic acid | inhibition, % at 12.5 µM | actives 0.66% (n = 230,000) | AID 651582;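 active = pattern-corrected inhibition of lipid staining of at least 50% with the nuclear-stain viability signal not falling by more than 50%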;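 also: 0% = DMSO wells and 100% = triacsin C control wells; some results filed as inactive read as strong as hits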
H9c2 TAG inh DAPI viability = also measured in H9c2 TAG inh; calls as there; DAPI nuclei signal change (viability), lower = more cytotoxic, %;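 whole-well DAPI fluorescence read on a plate reader as a viability signal; minus 50 percent equals half of cells still viable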
An asterisk follows results filed as active. This is a subset (hit frequency here may not be typical).

Order of values – H9c2 TAG inh | H9c2 TAG inh DAPI viability
CCN(c1ccccc1)S(=O)(=O)c1cc(NC(=O)COC(=O)C2CC2)ccc1Cl
→ -15 | 5
c1ccc(CCNC2=NCCCS2)cc1
→ 10 | -6
CC(=O)Nc1ccc(NC(=O)c2ccc(N(C)S(=O)(=O)c3ccc(C)cc3)cc2)cc1
→ 20 | -4
CN(CCc1ccccn1)C(=S)Nc1ccc(Cl)cc1Cl
→ -4 | -9
O=C(c1cccc(-n2cccc2)c1)N1CCN(S(=O)(=O)c2c(F)cccc2F)CC1
→ -5 | -6
O=C(OCc1ccccn1)C1CCN(C(=O)c2ccc(Cl)cc2)CC1
→ 8 | -2
COC(=O)CSc1nc2ccc(C)cc2cc1C#N
→ 5 | 16
COC(=O)Cc1ccc(NC(=S)NCc2ccc(OC)cc2)cc1
→ -14 | -13
NCCOc1ccccc1OCCN
→ 10 | 2
Cc1ccc(/C=N/NC(=O)Cn2nc(C)c([N+](=O)[O-])c2C)o1
→ -10 | 4
CCc1nnc(NC(=O)CSc2nc(C)cc(C)c2C#N)s1
→ -10 | 31
Cc1cccc(S(=O)(=O)Nc2cccc3c2C(=O)c2ccccc2-3)c1
→ -35 | 15
Cc1cc(=O)[nH]c(Nc2ccc(N(C)C)cc2)n1
→ 4 | -7
COC(=O)C1=C(C(=O)OC)[C@@H]2N(Cc3ccccc3)c3ccccc3[C@@]23C[C@@H](C(=O)OC)N(C(=O)c2ccc(Br)cc2)C3=N1
→ -1 | -13
O=C(OCC(=O)N1CCCC1=O)C1CCN(S(=O)(=O)c2ccc(Cl)c(C(F)(F)F)c2)CC1
→ -4 | -10
COc1cc(C(=O)Nc2ccc3c(c2)CCN3C(C)=O)cc(OC)c1OC
→ 49 | -23
O=C(Cc1cccs1)Nc1nc(-c2cccnc2)cs1
→ 0 | 0
Cc1cc(C(=O)OC(C)C(=O)NC2CCCCC2C)c(C)o1 (stereo not given)
→ 28 | -3
O=C(Cn1cnc2c(nnn2-c2ccccc2)c1=O)NCc1ccc(F)cc1
→ 1 | 0
Cn1cccc1C(=O)C(=O)Nc1ccc(Cl)cc1
→ 10 | -3
CC(C)CN(C(=O)Cn1ccccc1=O)C1CCS(=O)(=O)C1 (stereo not given)
→ 1 | 6
CC(C)=CCC/C(C)=C/CNC(=O)C[C@H]1C[C@H](C(=O)N2CCCCC2)[C@@]2(C)c3[nH]c4ccc(Cl)cc4c3CCN2C1=O
→ 9 | -6
O=C(c1cc2nc(-c3ccccc3)cc(-c3ccccc3)n2n1)N1CCCC1
→ 10 | 40
O=C(COC(=O)c1ccc(S(=O)(=O)N2CCCCC2)cc1)NCc1ccccc1
→ -8 | 10
Cn1ccc(NC(=O)Nc2cccc(C(F)(F)F)c2)n1
→ -5 | 81
O=C(NCC(c1ccc(F)cc1)N1CCOCC1)c1ccc(C(=O)c2ccccc2)cc1 (stereo not given)
→ -2 | -6
CCOc1ccc2nc(N3CCC(C(=O)NCCCN4CCOCC4)CC3)sc2c1
→ 5 | -6
O=C(COc1ccccc1[N+](=O)[O-])Nc1cccc(Cl)c1N1CCOCC1
→ -22 | -1
C/C(Nc1ccc(Cl)cc1)=C1/CCOC1=O
→ -4 | -4
COc1ccc(Cn2nnnc2CN2CCC(O)(c3ccccc3F)CC2)cc1
→ -19 | 11
CNC(=O)c1cn(-c2ccccc2)c(=O)c2ccccc12
→ 1 | 0
CCc1nc2c(OCc3ccccc3C(=O)OC)cccn2c1N(C)C(=O)c1cccs1
→ 13 | -6
CCCOC1(NC(=O)c2ccccc2)C(C)=CC(=O)C=C1C
→ 8 | -4
CC(C)CN(C(=O)c1cccs1)C1CCS(=O)(=O)C1 (stereo not given)
→ 13 | 7
O=c1[nH]c2ccccc2nc1CCc1ccccc1
→ -10 | 1
CCOc1ccccc1CNC(=O)C1CCN(C(=O)N2CC(C)Oc3ccc(C)cc32)CC1 (stereo not given)
→ 1 | -4
COc1cc(C(=O)N/C(=C\c2cn(C)c3ccccc23)C(=O)NCCCO)cc(OC)c1OC
→ 9 | 14
CCCCCCCNC(=O)C1(CC2CC(c3ccccc3)=NO2)CCN(C(=O)c2ccccc2)CC1 (stereo not given)
→ 7 | -10
Cc1ccc(C(=O)c2c3ccc(N)cc3nn2CCC(N)=O)cc1
→ -3 | -14
Cc1c(NC(=O)C2CCCN2C(=O)c2cccs2)c(=O)n(-c2ccccc2)n1C (stereo not given)
→ -1 | -14
Cc1cc(NC(=O)C2=C(O)c3ccccc3S(=O)(=O)N2C)no1
→ -2 | -4
O=c1c2c3c(sc2nc2n1CCCCC2)C(O)CCC3 (stereo not given)
→ 11 | -9
O=C1CCCC(=O)C1C(c1ccc(Cl)cc1)C1C(=O)CCCC1=O
→ -18 | 5
Cc1ccc(NS(=O)(=O)c2ccc(Cl)c(C(=O)Nc3ccccc3-c3nc4ccccc4[nH]3)c2)cc1C
→ 18 | -13
Cc1cc(C)c[n+](-c2nc3ccccc3nc2[N-]S(=O)(=O)c2cccs2)c1
→ 6 | 4
CCC(Oc1ccc(C)cc1)C(=O)Nc1ccccc1C(=O)N1CCOCC1 (stereo not given)
→ 8 | 1
COc1ccc(CC(=O)OCC(=O)Nc2cccnc2Cl)cc1OC
→ 19 | -13
O=C1C2C3C=CC(C4CC34)C2C(=O)N1/N=C/c1ccc(-c2ccc([N+](=O)[O-])cc2)o1 (stereo not given)
→ -8 | -4
COc1nc(-c2ccccc2)ncc1S(=O)(=O)c1ccccc1
→ 23 | 6
O=C(OCC(=O)N1CCN(S(=O)(=O)c2ccc(Cl)cc2)CC1)C1CC1
→ -1 | -1
CC(=O)Nc1cccc(N/C(N)=N/c2nc(C)cc(C)n2)c1
→ -2 | -10
CCSC1=C(C#N)C(c2cccc(O)c2)CC(=O)N1 (stereo not given)
→ -1 | 6
Cc1ccc(SC[C@H](CC(C)C)N2CCN(C)CCC2=O)cc1
→ 14 | -6
Cc1cccc(C(=O)Nc2ccc(NC(=O)c3cccc(C)c3)cc2)c1
→ 10 | 7
CCCn1nc(C(=O)NNC(=O)Cc2ccc(S(=O)(=O)N3CCOCC3)s2)c2ccccc2c1=O
→ 14 | 2
CC(C)(C)n1c(O)c2ccc(C(=O)N=NC(=O)c3ccccc3)cc2c1O
→ 6 | 2
Cc1cc(C)c2c(N)c3ccccc3nc2n1
→ 55* | 98*
COc1cc(C(=O)NCC(=O)OCCN2C(=O)c3ccccc3C2=O)cc(OC)c1OC
→ 1 | 0
Cn1c(SCC(=O)NC(C)(C)C)nnc1-c1cccc(NC(=O)c2ccccc2F)c1
→ 9 | -8
CN(CCOc1ccc(-c2ccn(S(=O)(=O)c3cccc4ccccc34)n2)cc1)c1ccccn1
→ -26 | 5

Additional results follow.
Order of values – H9c2 TAG inh | H9c2 TAG inh DAPI viability
Cc1ccc(NC(=O)CSc2nc(NS(=O)(=O)c3ccccc3)cc(=O)[nH]2)cc1
→ 14 | 6
Clc1ccc(-c2nnn(Cc3nc4ccccc4s3)n2)cc1
→ -21 | 9
CC(C)N(C(=S)NC1CC2CCC1C2)c1ccccc1 (stereo not given)
→ 0 | -3
CCCCCCNC(=O)CCNS(=O)(=O)c1ccc(C)cc1
→ 18 | -5
Brc1ccc(OCc2cn3ccccc3n2)cc1
→ 3 | -1
C[C@@H]1CN([C@@H](C)CO)C(=O)CCCn2nncc2CO[C@@H]1CN(C)C(=O)Nc1ccc(N2CCCCC2)cc1
→ 4 | -1
Cc1cccc(C)c1NC(=O)N1CCN(c2nc3ccccc3s2)CC1
→ 12 | -7
Cc1cc(-c2n[nH]c(=S)n2/N=C/c2ccc(Cl)c([N+](=O)[O-])c2)n[nH]1
→ -1 | 2
COc1cc2c(cc1CNC[C@H]1O[C@@H](n3cnc4c(N)ncnc43)[C@H](O)[C@@H]1O)OCO2
→ -17 | 6
CN(C)c1ccc(C2NCC(CCl)O2)cc1 (stereo not given)
→ -9 | -3
Cc1cc(S(=O)(=O)Nc2ccc(C(=O)NCCN3CCOCC3)cc2)ccc1F
→ -10 | 4
C#CCOCCOCCOCCNc1nc(N2CCN(C(=O)[C@H](CC(N)=O)n3cc(C(N)[C@@H](C)CC)nn3)CC2)nc(N2CCN(C(=O)[C@H](CCC(=O)O)n3cc([C@@H](N)CCCCN)nn3)CC2)n1 (stereo not given in full)
→ 4 | 0
COc1ccc2c(c1)C(=O)N1[C@H]3c4cc(Cl)ccc4OC[C@@H]3[C@H](c3ccccc3)[C@]1(C)C(=O)N2
→ 22 | -12
Cn1c(=O)n(C)c2cc([N+](=O)[O-])c(N3CCN(C(=O)c4cccc(F)c4)CC3)cc21
→ -19 | 6
CCc1nnc2cccc(Cl)n12
→ 8 | 7
Cn1c(SCc2cccnc2)nnc1-c1c[nH]c2ccccc12
→ 14 | -6
Cc1ccc(C(=O)OCCn2cc(C#N)c(=O)[nH]c2=O)cc1
→ 2 | -1
CC1(C(=O)NS(=O)(=O)c2ccc(F)cc2F)CCN1C(=O)C1(c2ccc(Cl)cc2)CCC1 (stereo not given)
→ 21 | 4
Cc1cc(NC(=O)CSCC(=O)OC(C)C(=O)c2cc(C)c(C)cc2C)no1 (stereo not given)
→ -4 | 0
CCOC(=O)C1(Cc2ccc(OC)cc2)CCN(C(=O)CCc2cccnc2)CC1
→ 2 | -10
COC(=O)C(N)Cc1ccc(OC)c([N+](=O)[O-])c1 (stereo not given)
→ 5 | -8
CCOC(=O)C1=C(O)/C(=C/c2cc(OC)c(O)c(OC)c2)SC1=Nc1ccc(OC)cc1
→ -5 | 2
COCCCNC(=O)Cc1ccc(S(=O)(=O)N2CCOCC2)s1
→ -8 | 1
O=C(Cc1ccc(S(=O)(=O)N2CCOCC2)s1)Nc1ccccc1Br
→ 9 | 2
CCn1c(SCC(=O)NC2CCCC2)nc2c(c1=O)SCC2
→ 16 | -13
CC(=O)N1CCN(c2ccc(S(=O)(=O)N3CCCCC3)cc2[N+](=O)[O-])CC1
→ -8 | 2
CCCN1CCC(NC(=O)CCc2nnc(Cc3cc(OC)ccc3OC)o2)CC1
→ -6 | 3
COc1cccc(C(=O)NNC(=O)c2ccc3ccccc3c2)c1
→ -2 | -3
CCN(C(=O)COC(=O)c1cnc(C)cn1)C1CCCCC1
→ -18 | 9
N#Cc1ccc(S(=O)(=O)N2CCN(C(=O)[C@@H]3CCCN3C(=O)c3cccs3)CC2)cc1
→ -3 | 0

Some of these compounds in order of length of the SMILES, smallest number first.
Order of values – H9c2 TAG inh | H9c2 TAG inh DAPI viability
CCc1nnc2cccc(Cl)n12
→ 8 | 7
Brc1ccc(OCc2cn3ccccc3n2)cc1
→ 3 | -1
CC(C)N(C(=S)NC1CC2CCC1C2)c1ccccc1 (stereo not given)
→ 0 | -3
CCn1c(SCC(=O)NC2CCCC2)nc2c(c1=O)SCC2
→ 16 | -13
Cn1c(SCc2cccnc2)nnc1-c1c[nH]c2ccccc12
→ 14 | -6
COCCCNC(=O)Cc1ccc(S(=O)(=O)N2CCOCC2)s1
→ -8 | 1
Cc1cccc(C)c1NC(=O)N1CCN(c2nc3ccccc3s2)CC1
→ 12 | -7
O=C(Cc1ccc(S(=O)(=O)N2CCOCC2)s1)Nc1ccccc1Br
→ 9 | 2
CCCN1CCC(NC(=O)CCc2nnc(Cc3cc(OC)ccc3OC)o2)CC1
→ -6 | 3
CCOC(=O)C1(Cc2ccc(OC)cc2)CCN(C(=O)CCc2cccnc2)CC1
→ 2 | -10
Cc1cc(NC(=O)CSCC(=O)OC(C)C(=O)c2cc(C)c(C)cc2C)no1 (stereo not given)
→ -4 | 0
Cn1c(=O)n(C)c2cc([N+](=O)[O-])c(N3CCN(C(=O)c4cccc(F)c4)CC3)cc21
→ -19 | 6
COc1cc2c(cc1CNC[C@H]1O[C@@H](n3cnc4c(N)ncnc43)[C@H](O)[C@@H]1O)OCO2
→ -17 | 6

(more compounds)
Order of values – H9c2 TAG inh | H9c2 TAG inh DAPI viability
C=CCNC(=O)Nc1ccc(F)cc1F
→ 7 | -4
NCCCC[C@H]1CNC(=O)C(=O)N1CC1CCCCC1
→ 2 | -7
CCc1c(Cl)nc(N)nc1Nc1ccccc1Cl
→ -8 | 1
COC(=O)CSc1nnc(-c2cccs2)n1-c1ccc(Cl)cc1
→ -1 | 0
Nc1ccc2sc(N)nc2c1
→ 5 | 0
COC1C(OC(=O)/C=C/C=C/C=C/C=C/C(=O)O)CCC2(CO2)C1C1(C)OC1CC=C(C)C (stereo not given) (tested in a mixture with another compound)
→ 20 | -14
CCNc1ncnc2[nH]ncc12
→ -5 | 8
COc1ccc(NS(=O)(=O)c2cc(C(=O)N3CCN(C(C)=O)CC3)ccc2Cl)cc1
→ -21 | 5
CCN(Cc1ccccc1)S(=O)(=O)CCNC(=O)c1ccccc1
→ -11 | -2
O=C(O)CCCn1cc(NC(=O)c2cc(F)c(F)cc2Cl)cn1
→ 1 | 2
CC1CCCCC1NC(=O)COC(=O)CNC(=O)c1cccc(F)c1 (stereo not given)
→ -5 | 6
O=C(N/N=C/c1cc([N+](=O)[O-])ccc1Cl)c1cc(-c2ccccc2)nc2ccccc12
→ 10 | 13
CSc1ncccc1C(=O)OCC(=O)c1ccc[nH]1
→ 2 | 1
COc1cccc(NC(=O)c2ccc(NC(=O)C3CC(=O)OC34CCCCC4)cc2)c1 (stereo not given)
→ 8 | -1
CSc1ccc(Cn2c(C)c(C(=O)NCc3cccc(Cl)c3)sc2=O)cc1
→ -12 | 2
COc1ccc(Cl)cc1-c1csc(N)n1
→ -1 | -10
CCC(=O)Nc1ccc2c(c1)ncn2-c1ccccc1C
→ 6 | -5
C=CCn1c(SCC(=O)N(CC)C2CCS(=O)(=O)C2)nc2ccccc2c1=O (stereo not given)
→ -2 | 2
